Screening results as filed in PubChem.
Casp6 inh: inhibitors of human caspase-6; P55212; purified caspase-6, Z-VEID-R110 cleavage fluorescence; inhibition, % at 12.5 µM; 350,000 tested, 0.53% active; AID 686996;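 active = mean inhibition across replicates at least about 35%, with every replicate also reaching that limit, limit read from the data; inconclusive = only one of the two criteria met; inactive = neither criterion met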;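 also: 0% = median of neutral control wells and 100% = no fluorescence left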
Target sequence (P55212 24-179 limits assumed): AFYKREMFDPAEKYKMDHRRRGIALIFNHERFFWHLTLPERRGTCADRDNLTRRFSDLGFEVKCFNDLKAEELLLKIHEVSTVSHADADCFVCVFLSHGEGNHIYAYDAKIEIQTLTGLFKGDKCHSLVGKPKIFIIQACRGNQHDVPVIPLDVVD
Target sequence (P55212 194-293 limits assumed): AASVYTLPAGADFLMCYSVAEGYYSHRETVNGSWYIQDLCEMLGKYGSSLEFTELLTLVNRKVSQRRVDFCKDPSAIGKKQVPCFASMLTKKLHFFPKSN
LGR2 inh: inhibitors of bursicon-induced Drosophila LGR2 receptor cAMP signaling | 380,000 tested, 0.35% active | AID 720647 | HEK293 LGR2, CRE-luciferase, bursicon-stimulated, 4 h | inhibition, % at 9.99 µM;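 active = drop in luminescence signal, shown as inhibition above about 50% in the replicate tests, limit read from the data, passing the limit was not always enough; inconclusive = probably only some replicates passing the limit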;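 also: agonist challenge used bursicon conditioned medium at about half maximal strength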
SIRT5 block: blocks human SIRT5 desuccinylation of peptide; Q9NXA8; Purified SirT5, succinyl-peptide AMC, trypsin-coupled fluorescence; inhibition, % at 15 µM; 330,000 tested, 1.1% active; in the data active = inhibition above about 15%; inconclusive = no clear call, values can overlap the other calls
Target sequence (Q9NXA8 whole entry, looked up): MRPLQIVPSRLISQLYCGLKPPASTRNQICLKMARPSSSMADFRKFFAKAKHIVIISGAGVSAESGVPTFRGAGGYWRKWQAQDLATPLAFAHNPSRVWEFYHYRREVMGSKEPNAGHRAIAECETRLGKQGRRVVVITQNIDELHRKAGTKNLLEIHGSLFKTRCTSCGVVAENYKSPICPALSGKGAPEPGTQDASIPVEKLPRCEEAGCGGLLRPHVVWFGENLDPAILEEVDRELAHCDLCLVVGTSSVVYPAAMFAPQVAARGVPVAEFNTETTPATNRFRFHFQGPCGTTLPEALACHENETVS
ARNT-TACC3 inh: disruptors of human ARNT/TACC3 interaction; Q9Y6A5; AlphaScreen His-ARNT PAS-B/GST-TACC3 binding, luminescence; TACC3 fragment carries E629A point mutation; inhibition, % at 9.99 µM; 390,000 tested, 0.66% active; AID 623870;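 active = mean inhibition of replicates at least 50% and at least half of replicates each reaching 50%; inconclusive = half or more replicates reach 50% but mean below 50%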;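 also: 0% = complete ARNT plus TACC3 wells and 100% = ARNT alone without TACC3; many hits fall short of the cut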
PAX8 reporter: inhibitors of PAX8 transcriptional activity in RMG-I cells; RMG-I TPO-luciferase reporter, SteadyGlo, 24 h; inhibition, % at 12.6 µM; 360,000 tested, 1.2% active; AID 652154;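 active = mean replicate inhibition at least 60% with every replicate also reaching 60%; inconclusive = only one of the two criteria is met; inactive = mean below 60% and not all replicates reaching 60%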;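 also: luciferase light reporting Pax8 driven TPO promoter activity; plate controls were median of neutral control wells for no effect and mitoxantrone controls for full effect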
EWS-Fli block: blocks EWS/Fli oncoprotein-driven transcription | AID 651661 | A673 NR0B1-luciferase reporter, viability-normalised | 350,000 tested, 0.67% active | inhibition, % at 12.6 µM;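 active = mean inhibition of at least 50% after viability correction, with every replicate also passing that limit; inconclusive = mean reaches 50% but only one of two replicates passes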;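 also: firefly luciferase signal divided by Alamar Blue viability fluorescence both relative to DMSO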
DENV2 CPE: inhibitors of DENV2 cytopathic effect; DENV2-infected cells, cytopathic effect rescue, plate reader; CPE inhibition, % at 9.99 µM; 350,000 tested, 1.7% active; in the data active = CPE inhibition above about 20%, passing the limit was not always enough; inconclusive = no clear call, values can overlap the other calls; tested in BHK-21 cells;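 also: 0% = median of neutral control wells and 100% = median of positive control wells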
Numbers without * were called inactive; ? = inconclusive; nt = not tested or not shown; & = joins results of further samples.

SMILES | Casp6 inh | LGR2 inh | SIRT5 block | ARNT-TACC3 inh | PAX8 reporter | EWS-Fli block | DENV2 CPE
CNC(=O)CSc1nc2nn(-c3ccccc3)c(=O)c-2c2n1CCCCC2 | -2.5 | -5.8 | -4.3 | 0.0 | nt | 19.6 | 11.7
COc1ccc(/C=C2\SC(=O)N(CC(=O)Nc3ccccc3O)C2=O)cc1OC | 1.8 | -3.8 | -1.4 | -6.7 | 14.2 | 49.0 | -3.7
Cn1c(SCC#N)nc2ccccc2c1=O | -0.5 | -11.5 | nt | -0.2 | 3.4 | 8.1 | -6.0
Cc1cc2oc(C(=O)NCCc3ccc(S(N)(=O)=O)cc3)cc(=O)c2cc1C | 3.4 | -5.2 | -3.9 | -0.4 | 13.3 | 1.0 | 6.3
COc1ccc(C)cc1NC(=O)COC(=O)Cc1c[nH]c2ccccc12 | 0.9 | 11.6 | nt | nt | 0.7 | 7.9 | 15.6
COc1ccc(NC(=O)N(C)C[C@H]2Oc3c(NS(=O)(=O)c4ccccc4)cccc3C(=O)N([C@H](C)CO)C[C@H]2C)cc1 | nt | -3.8 | nt | nt | -5.7 | -28.2 | nt
O=C(CC1CCCCC1)N1CCCC(c2nc(-c3ccc(S(=O)(=O)N4CCCC4)cc3)no2)C1 (centres undefined) | 18.3 | 21.6 | 0.3 | -9.4 | nt | 18.8 | -2.3
Clc1ccc(CSc2nnc(-c3ccccn3)n2Cc2cccs2)cc1Cl | 0.7 | 17.2 | -0.6 | nt | -0.9 | 7.5 | ?
O=S(=O)(NCC[C@@H]1CC[C@@H](NS(=O)(=O)c2ccccc2Cl)[C@@H](CO)O1)c1ccc(Cl)cc1 | 3.0 | 4.7 | -8.2 | 2.7 | 3.2 | -2.1 | 12.7
CCCC(=O)Nc1ccc2c(c1)C(=O)N(C)[C@@H]1CC[C@@H](CC(=O)NCC3CCCCC3)O[C@H]1CO2 | 0.4 | 12.8 | -0.8 | 2.6 | 1.1 | -1.5 | 3.1
C[C@@H]1CCCCO[C@H](CN(C)Cc2ccncc2)[C@@H](C)CN([C@H](C)CO)C(=O)c2cc(N(C)C)ccc2O1 | -3.1&-1.7 | 7.6&14.8 | 1.1&1.9 | -3.2 | -9.9&-9.4&10.5 | 7.9&-4.0 | -7.1&-3.0
O=C1c2ccc(Oc3cccc([N+](=O)[O-])c3)cc2C(=O)N1c1ccccn1 | -0.2 | nt | -1.8 | nt | 3.4 | -7.8 | 4.5
Cc1noc(C)c1NC(=O)N(C)C[C@H]1Oc2c(NS(C)(=O)=O)cccc2C(=O)N([C@H](C)CO)C[C@H]1C | -1.1 | -0.6 | -2.3 | nt | nt | -1.9 | 15.0
Cc1cc2ccccn2c1C(=O)c1ccc([N+](=O)[O-])o1 | 2.7 | -9.0 | 1.3 | 3.8 | 73.2* | 21.2 | -6.1
Cc1cc(NC(=O)c2ccccc2F)n(C(C)(C)C)n1 | -2.1 | -24.2 | nt | -10.2 | -14.4 | 2.7 | -4.4
O=C(C1CC1)N1CC[C@@H]2[C@H](CO)Nc3ccc(Br)cc3[C@@H]21 | -1.2 | -60.9 | 3.3 | -4.2 | -96.1 | 9.1 | 8.8
O=C(/C=C/c1ccccc1)NC(N1CCOCC1)C(Cl)(Cl)Cl (centres undefined) | 1.8 | -18.6 | 0.1 | nt | -11.7 | -4.8 | 2.1
COc1ccc(CN(C)C[C@@H]2OCCCC[C@H](C)Oc3ccc(NC(=O)Nc4c(C)noc4C)cc3C(=O)N([C@H](C)CO)C[C@@H]2C)cc1 | 1.2 | -22.6 | -3.2 | 8.9 | -15.1 | -0.9 | 9.6
O=C1OC(c2ccccc2)C(O)=C1c1ccccc1 (centres undefined) | -2.9 | 3.8 | -2.7 | -3.3 | 13.6 | -3.8 | 0.1
Cc1ccc(N(C)C(=O)c2cnn(-c3ccccc3)c2C)c(C)c1 | 1.5 | -8.0 | -5.5 | 4.2 | -3.8 | 9.6 | -2.8
C[C@@H]1CN([C@H](C)CO)C(=O)c2cccc(NC(=O)Nc3ccc4c(c3)OCO4)c2O[C@H]1CN(C)Cc1ccc(Oc2ccccc2)cc1 | 2.4 | -7.9 | 2.8 | -2.9 | nt | -12.5 | -6.5
Cc1cc(=O)n2[nH]cc(C(=O)O)c2n1 | 9.5 | 2.1 | nt | -0.6 | nt | nt | nt
COc1ccc(-c2cc(C(F)F)n3ncc(C(=O)N4CCc5ccccc5C4)c3n2)cc1 | -2.1 | 6.4 | -3.1 | nt | 24.7 | 23.4 | -1.8
OC[C@@H]1[C@@H](c2ccc(-c3cccnc3)cc2)[C@@H]2CN(CC3CCOCC3)CCCCN12 | 0.3 | nt | -1.8 | 4.1 | -19.3 | -7.2 | 2.1
O=C(CCN1c2ccccc2Sc2ccccc21)Oc1ccccc1 | 0.1 | 10.2 | -2.0 | -2.8 | 10.1 | 5.4 | 5.6
O=C(Nc1ccc(Oc2cccc(C(F)(F)F)c2)nc1)c1ccccc1 | -2.0 | 33.9 | -0.2 | 14.9 | -11.3 | 13.0 | 1.8
CCOc1ccc(-n2nnnc2SCC(=O)Nc2cccc(O)c2)cc1 | 1.5 | 14.7 | -3.7 | 7.5 | 6.1 | 18.2 | -0.2
Oc1ccc(-c2nnc(SCc3ccccc3)o2)cc1 | -0.6 | -31.4 | 0.5 | 2.4 | -116.3 | -73.6 | 0.1
Cc1ccc(Cc2c(-c3ccc(C)cc3)nc3ccc(Cl)cn23)cc1 | -1.1 | -94.2 | 1.8 | nt | -17.4 | -43.9 | 24.6*
c1ccc2oc(NC3=NCN(C4CCCCC4)CN3)nc2c1 | -3.6 | -64.5 | 0.8 | nt | -5.2 | -116.2 | 1.4
CO[C@@H](CN(C)S(=O)(=O)c1ccccc1)[C@@H](C)CN(C(=O)Nc1ccccc1F)[C@H](C)CO | 1.1 | -7.2 | -2.5 | -13.2 | nt | -0.9 | -4.0
O=C(CNc1cccc([N+](=O)[O-])c1)NC(=O)NC1CCCCC1 | 0.6 | 9.3 | -1.3 | 0.8 | nt | 17.9 | -7.4
CCNC(=O)C[C@H]1CC[C@@H]2[C@H](COc3ccc(NC(=O)Nc4ccccc4Cl)cc3C(=O)N2C)O1 | 1.8 | 3.7 | -9.1 | 2.1 | 2.4 | 0.2 | -2.6
Cc1ccc(S(=O)(=O)Nc2ccc3c(c2)CC(=O)N([C@@H](C)CO)C[C@@H](C)[C@H](CN(C)S(=O)(=O)c2ccccc2)O3)cc1 | nt | 17.2 | nt | 2.0 | 5.6 | 2.6 | 7.4
Nc1[nH]c(C(=O)c2ccccc2)c(-c2ccc3ccccc3c2)c1C(=O)NCc1cccc2ccccc12 | -2.8 | 2.5 | nt | nt | -26.5 | -10.5 | 2.4
COc1ccc(CC(=O)NNC(=O)c2ccccn2)cc1 | 3.1 | -6.8 | -1.8 | 48.1* | 1.6 | -11.7 | -4.2
C[C@H]1CN([C@@H](C)CO)C(=O)c2cc(NC(=O)C3CCCCC3)ccc2O[C@H]1CN(C)C(=O)Nc1ccccc1 | 1.9 | 2.6 | 1.7 | 7.4 | 5.0 | 6.7 | -2.2
COc1cccc(CNC(=O)CCC2CCCN(C(=O)c3ccc(C)nc3)C2)c1 (centres undefined) | -3.3 | 0.2 | 4.5 | -2.3 | -15.4 | -0.5 | -5.2
O=C(NC1CC1)c1ccc(S(=O)(=O)NCC2CCCCC2)cc1 | 5.0 | 4.9 | -2.6 | -5.6 | nt | 14.5 | 14.3
CC(=O)N1c2c(cc(Br)cc2S(=O)(=O)Nc2c(C)n(C)n(-c3ccccc3)c2=O)CC1C (centres undefined) | -0.5 | -5.7 | -4.0 | 27.3 | -1.3 | 6.9 | 2.5
COc1cc(Cl)c(C)cc1NC(=O)CN(C)C1CCS(=O)(=O)C1 (centres undefined) | -0.9 | 10.9 | -2.3 | 28.5 | 27.0 | 4.7 | -8.4
COc1ccccc1-c1ccc([C@@H]2C[C@H]3[C@H](CON3C)CN2C(=O)c2ccco2)cc1 | 3.8 | -0.5 | -3.5 | nt | 10.4 | -7.6 | -6.3
O=C(CCC(=O)c1ccc(F)cc1)Nc1cccc(S(=O)(=O)Nc2cccc(Cl)c2)c1 | 3.4 | 11.9 | -0.9 | -4.2 | -29.6 | -7.1 | nt
CN(C)C(=O)c1cccc(-c2ccc([C@@H]3[C@H]4CN(C(=O)C5CCC5)CCCCN4[C@H]3CO)cc2)c1 | nt | 12.5 | nt | -2.0 | 2.7 | -0.9 | nt
COn1c(-c2ccccc2)nc2ncccc21 | -1.5 | 15.6 | 1.6 | -9.4 | -9.7 | -8.0 | -0.6

Single records, as listed above. Order of values: Casp6 inh	LGR2 inh	SIRT5 block	ARNT-TACC3 inh	PAX8 reporter	EWS-Fli block	DENV2 CPE
Profile of O=C(CNc1cccc([N+](=O)[O-])c1)NC(=O)NC1CCCCC1 = 0.6	9.3	-1.3	0.8	nt	17.9	-7.4
Profile of CO[C@@H](CN(C)S(=O)(=O)c1ccccc1)[C@@H](C)CN(C(=O)Nc1ccccc1F)[C@H](C)CO = 1.1	-7.2	-2.5	-13.2	nt	-0.9	-4.0

Other entries follow:
SMILES | Casp6 inh | LGR2 inh | SIRT5 block | ARNT-TACC3 inh | PAX8 reporter | EWS-Fli block | DENV2 CPE
CCOC(=O)C1=CC[C@@H](c2ccccc2)N(S(=O)(=O)c2ccc(C)cc2)[C@H]1C | -3.0 | 3.3 | -3.9 | nt | -14.2 | -4.4 | -0.1
CC(COc1ccccc1)N1CCC(CO)(Cc2ccccc2)CC1 (centres undefined) | 1.5 | 4.9 | -1.5 | nt | -0.1 | -3.2 | 0.3
CCn1cnc2sc(C(=O)Oc3ccc(Br)cc3)c(C)c2c1=O | -2.4 | -5.0 | 3.1 | -5.6 | -16.1 | 12.1 | -0.8
CO[C@H]1CN(C)C(=O)c2cc(NC(=O)C3CC3)ccc2OC[C@@H](C)N(C(=O)C2CCCCC2)C[C@@H]1C | nt | 18.7 | -1.0 | 2.1 | nt | -0.3 | -4.3
O=C(COc1ccc(Br)cc1Br)NN1C(=O)c2ccccc2C1=O | 2.5 | 23.3 | -1.3 | nt | 1.6 | 5.9 | -8.1
CCN(CC)C(=O)Cn1cc(S(=O)(=O)CC(=O)NCCc2ccccc2)c2ccccc21 | -2.6 | -1.3 | 1.5 | 2.7 | 3.0 | nt | ?
COc1ccc(S(=O)(=O)Nc2ccc3c(c2)C(=O)N([C@@H](C)CO)C[C@H](C)[C@H](CN(C)C(=O)Nc2ccc(C(F)(F)F)cc2)O3)cc1 | 0.0 | -1.7 | 4.5 | -5.8 | nt | 3.8 | -0.5
Cc1cc(C)cc(C(=O)NCC(=O)OCC(=O)N2CCCCC2)c1 | -0.6 | 9.1 | -2.9 | 2.0 | 16.9 | -0.9 | 11.4
C[C@@H]1CN([C@@H](C)CO)C(=O)c2cccc(NS(=O)(=O)c3ccc(Cl)cc3)c2O[C@@H]1CN(C)C(=O)Nc1cccc2ccccc12 | 1.2 | nt | -0.4 | 1.6 | nt | -1.5 | -10.0
COc1ccc(NC(=O)CSc2nc3sc(C)cc3c(=O)n2C)c(OC)c1 | nt | 7.4 | 3.0 | -1.7 | 17.1 | 20.2 | -0.2
CO[C@H]1CN(C)C(=O)c2cc(NS(=O)(=O)c3ccc(Oc4ccccc4)cc3)ccc2OC[C@H](C)NC[C@H]1C | 1.0 | 22.4 | 27.5* | -28.4 | 27.7 | 8.4 | 4.1
COCCn1cnnc1SCC(=O)Nc1ccc(Br)cc1F | -3.6 | 10.1 | -1.0 | -3.4 | 9.0 | 6.1 | -1.4
COc1cccc(/C=N/Nc2ncnc3scc(-c4ccccc4)c23)c1OC | -2.6 | 13.2 | 0.9 | 4.2 | nt | 8.1 | -2.2
Cc1ccc(C(=O)NCCCN2CCOCC2)cc1Cl | -4.6 | 0.9 | -3.6 | 2.8 | -6.5 | -18.4 | -3.4
COc1ccc(C2CC(c3cccs3)=NN2C(=O)CCCC(=O)O)cc1OC (centres undefined) | -3.5 | 12.4 | -1.0 | nt | 8.3 | 6.3 | -6.7
FC(F)(F)c1nnc(Nc2ccc(Cl)cc2)s1 | 2.7 | -4.0 | -7.7 | -1.4 | -4.4 | 6.6 | -1.1
